Screens from PubChem BioAssay.
human PMI inhibition: MPI enzyme activity inhibition – biochemical, fluorescence intensity, coupled assay, primary screen (AID 1209) | purified PMI enzyme, coupled fluorescence intensity; higher % means a stronger effect | 190,000 tested, 0.42% active | inhibition, % at 20 µM; hits with a dose series show IC50 in µM;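 note: plate controls were DMSO vehicle for no effect and wells lacking substrate for full effect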
P. falciparum M1AAP: malaria alanyl aminopeptidase activity blockers – biochemical, fluorogenic H-Leu-NHMec substrate, 1536-well (AID 1445); recombinant M1AAP, H-Leu-NHMec fluorogenic kinetic assay; higher % means a stronger effect; inhibition, % at 30 µM, or IC50 in µM where a hit was titrated; 220,000 tested, 0.42% active;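 active = primary inhibition above the hit cutoff, then over 50% inhibition at one or more dose response concentrations, cut at about 23% in these data, passing the limit was not always enough; inconclusive = conflicting primary data, or primary hits not chosen for dose response; inactive = low primary inhibition, or under 50% at every dose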;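 note: plate controls were DMSO full reaction for no effect and no enzyme background for full effect; strong numbers were not always called active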
Dynein transport: dynein cargo transport inhibition. 220,000 tested, 0.47% active. 3617.4 mouse cells, GR-EGFP nuclear translocation imaging; test concentration mostly 20 µM; stimulated with dexamethasone, 1 µM; active compounds read low. z-score, hits read low;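 active = plate z-score of nuclear minus cytoplasmic receptor signal below a set negative limit, without overly bright fluorescence or cell loss, cut at about -3.5 in these data, passing the limit was not always enough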;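 note: z-score of nuclear minus cytoplasmic ring GR-EGFP intensity difference per well; some compounds called inactive have numbers as strong as hits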
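medium = tetracycline-free induction medium containing charcoal-stripped FBS | also added = 1.0 µM final dexamethasone stimulus | schedule = 48 h induction, 1 h compound, 30 min dex at 37 °C | technique = fixed, Hoechst-stained cells imaged at 10x for EGFP | measure = GR-EGFP nuclear translocation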
PMI inhibition: MPI inhibition at elevated mannose 6-phosphate – biochemical, fluorescence intensity, high mannose 6-phosphate, primary screen (AID 1220); 190,000 tested, 0.66% active; one-dose inhibition, % at 20 µM; IC50 in µM for titrated hits; recombinant PMI enzyme, coupled fluorescence intensity; higher % means a stronger effect
XIAP antagonists: XIAP antagonists, biochemical, IAP family, fluorescence polarization (AID 1018). XIAP BIR domain, fluorescence polarization peptide displacement; higher % means a stronger effect. displacement, % at 20 µM; hits with a dose series show IC50 in µM. 200,000 tested, 0.007% active; in the data active = displacement above about 50%; note: a part of the inactive calls stands beside numbers as strong as those of hits
AID2073: disruptors of CaV2.2 binding to Mint1 – biochemical, HTRF (AID 2073) | one-dose inhibition, % at 20 µM; IC50 in µM for titrated hits | HTRF protein-protein interaction, Mint1-CaV2.2; higher % means a stronger effect | 290,000 tested, 0.19% active; in the data active = inhibition mostly above about 51%, no sharp cut-off; inconclusive = no clear call, values can overlap the other calls; inactive = mostly below about 53%; note: some results filed as inactive read as strong as hits
LYP phosphatase: inhibitors of LYP phosphatase, biochemical, fluorescence intensity, uHTS (AID 1779). inhibition, % at 11.5 µM; hits with a dose series show IC50 in µM. recombinant LYP phosphatase, fluorescence intensity; higher % means a stronger effect. 290,000 tested, 0.054% active;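 note: plate controls were vehicle with enzyme for no effect and no enzyme for full effect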
P. falciparum M17LAP: P. falciparum M17LAP inhibitors, primary screen, biochemical, fluorogenic H-Leu-NHMec substrate, 1536-well (AID 1619); recombinant M17LAP, H-Leu-NHMec fluorogenic kinetic assay; higher % means a stronger effect; inhibition, % at 30 µM, or IC50 in µM where a hit was titrated; 220,000 tested, 0.38% active;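 active = compound inhibiting the enzyme by more than half at any dose during confirmatory dose-response retesting; inconclusive = strong single-dose inhibitors picked by rank but not retested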;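 note: plate controls were full reaction with DMSO carrier for no effect and no enzyme background for full effect; strong numbers were not always called active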
SIAH1 antagonists: Siah-1 peptide-binding antagonists, primary screen, biochemical, fluorescence polarization, rhodamine-plectin, uHTS (AID 1817); 290,000 tested, 0.02% active; displacement, % at 20 µM, or IC50 in µM where a hit was titrated; Siah-1 / rhodamine-plectin peptide fluorescence polarization; higher % means a stronger effect;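 active = displacement of at least 50% at 20 µM, with a fluorescence ratio check between 0.3 and a set limit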;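 note: plate controls were Siah plus tracer with DMSO for no effect and tracer alone without Siah for full effect; strong numbers were not always called active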
Dynein transport cytoplasmic EGFP: further read-out of Dynein transport, marked with its call; z-score; measured here: cytoplasmic GR-EGFP intensity; active compounds read high
Dynein transport nuclear GR-EGFP: second read-out of Dynein transport, no call of its own (marks repeat the call); z-score; measured here: nuclear GR-EGFP intensity;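 lower value marks the stronger effect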
Dynein transport cell count: further read-out of Dynein transport, marked with its call; z-score; measured here: cell count per field
Numbers without * were called inactive; ? = inconclusive; . = no result given; & = joins results of further samples. Cut-off read from the data, not from the text of the source, unless noted: active = inhibition above about 50%; inactive = the rest. These rows are one share of the data; the hit share may differ from the screen's.

SMILES | human PMI inhibition | P. falciparum M1AAP | Dynein transport | Dynein transport cytoplasmic EGFP | Dynein transport nuclear GR-EGFP | Dynein transport cell count | PMI inhibition | XIAP antagonists | AID2073 | LYP phosphatase | P. falciparum M17LAP | SIAH1 antagonists
N#Cc1ccc(/C=C/C(=O)O)cc1 | . | 4% | -0.67 | 3.6 | 0.26 | -0.22 | . | . | 0% | -2% | -4% | 0%
Cc1nn(Cc2ccccc2)c(C)c1C(=O)NC1CCCc2ccccc21 (stereo unspecified) | 21% | -4% | -0.24 | -0.25 | -0.067 | 0.45 | 18% | -6.2% | -2% | -6% | 6% | 1%
CC(=NCC1CCCO1)c1c(O)n(C)c(=O)n(C)c1=O (stereo unspecified) | -1% | 5% | -0.061 | -0.22 | 0.23 | 0.16 | 8% | 0.6% | 1% | -8% | 1% | -4%
O=C1NC(=O)N(CCC2=CCCCC2)C(=O)/C1=C\c1cccs1 | -1% | 12% | -0.78 | -0.18 | -0.83 | 1.1 | -2% | -2.9% | 2% | 2% | 21% | -3%
CN1CCN(c2nc3ccccn3c(=O)c2C=C2C(=O)N(C)C(=O)N(C)C2=O)CC1 | 4% | 11% | 0.21 | -0.22 | 0.26 | -0.12 | 1% | -15% | 7% | -1% | 9% | -5%
O=C(C1CCC(=O)N1Cc1ccc(F)cc1)N1CCC2(CC1)OCCO2 (stereo unspecified) | 6% | 0% | -0.48 | -0.24 | -0.39 | 1.6 | 9% | -1.8% | -2% | -9% | -3% | 0%
CCCC(C)C1(CC)C(=O)NC(=Nc2ccccc2OC)NC1=O (stereo unspecified) | 9% | 52µM* | -0.3 | -0.2 | -0.35 | 0.6 | 3% | -2.7% | 5% | 0% | 14% | 3%
COc1ccc(C)cc1NC1=NCCCS1 | 1% | 4% | -0.44 | -0.37 | -0.63 | 0.54 | -3% | -2.6% | 0% | 0% | 1% | 3%
O=C(NCCCn1ccnc1)C(Cl)(Cl)Cl | -3% | 4% | -0.37 | -0.18 | 0.2 | 0.17 | -3% | -8.3% | -1% | -5% | -4% | 20%
CCc1ccc(OCC(=O)N2CCN(Cc3ccc4c(c3)OCO4)CC2)cc1 | 5% | 9% | -0.36 | -0.22 | -0.1 | 0.59 | -1% | -5.4% | -9% | -8% | -8% | 2%
COC(=O)CSC1=NP(=S)(SCC(=O)OC)N2CCCC2=C1C#N (stereo unspecified) | -3% | 15% | -0.25 | -0.24 | 0.19 | -0.55 | -2% | -5.0% | 0% | -4% | 8% | -2%
Cc1nc2ccccn2c1P(=S)(N1CCCCC1)N1CCCCC1 | 0% | 5% | 0.26 | -0.32 | 0.17 | -0.024 | 4% | -5.0% | -15% | -5% | -12% | 1%
CCOc1ccc(-n2c(O)c(C=NCCN(CC)CC)c(=O)[nH]c2=O)cc1 | 17% | 10% | -1.1 | -0.2 | -0.38 | 0.41 | 12% | -6.6% | -1% | 1% | 1% | 6%
COc1cccc(C(=O)C2CCCN(Cc3ccc4nsnc4c3)C2)c1 (stereo unspecified) | 14% | 19% | -1.2 | -0.24 | -0.54 | 0.092 | 17% | -8.0% | 13% | -7% | 2% | -2%
CC(C)c1ccc(OCC(=O)N2CCN(C)CC2)c(Br)c1 | 3% | -6% | 0.48 | -0.075 | -0.43 | -0.64 | -2% | -1.1% | 2% | -7% | 14% | -2%
CC1CN(O)C2CCc3nonc3C12O (stereo unspecified) | 0% | 11% | -0.19 | -0.22 | -0.11 | 0.56 | -20% | -5.9% | -2% | -4% | -5% | 2%
CN1C(=O)C(=Cc2ccccc2OCc2ccc(C(=O)O)cc2)C(=O)N(C)C1=O | -10% | 21% | 1.9 | -0.14 | 0.87 | -1.6 | -6% | -11% | 13% | 0% | 12% | 1%
COP(=O)(C#Cc1ccccc1)C(O)c1ccc(Br)cc1 (stereo unspecified) | . | 8% | -0.78 | -0.2 | 0.023 | 0.84 | . | . | -8% | -4% | 7% | -1%
CN1C(=O)c2ccccc2NC(=O)[C@]12O[C@@H]2c1ccccc1 | -3% | 6% | -0.15 | -0.27 | 0.054 | 0.34 | 3% | -1.8% | 8% | -6% | 3% | 1%
CCOC(=O)[C@@]1(C#N)C(c2ccc(Cl)c(Cl)c2)[C@H](C(N)=O)N2C=C(C(C)=O)C=C[C@H]21 (stereo partly specified) | 4% | 12% | -1.2 | 0.21 | -1.3 | 0.14 | 25% | -15% | 2% | 2% | 1% | 1%
C=CCn1c(O)c(C(C)=NCC2CCCO2)c(=O)[nH]c1=O (stereo unspecified) | . | 1% | 1.1 | -0.16 | 0.15 | -1.2 | . | . | -9% | -4% | -4% | 8%
COc1ccc(NC(=O)N2CCC3(CC2)OCCO3)cc1OC | -2% | 1% | -0.082 | -0.31 | -0.39 | 0.45 | 11% | -3.3% | -14% | -1% | 14% | 5%
Cc1ccc(N2C(=O)NC(=O)/C(=C/c3ccoc3)C2=O)cc1 | . | . | -1.2 | -0.24 | -0.05 | 0.77 | . | . | 40% | 4% | . | 40%
Cc1cc(C)cc(NC(=S)NC2CC3CCCC(C2)N3Cc2cccs2)c1 (stereo unspecified) | 2% | 8% | -0.82 | -0.19 | 0.065 | -0.15 | 7% | -5.4% | -18% | -1% | 0% | 0%
Cc1cccc(OCC(=O)N2CCN(Cc3ccc4c(c3)OCO4)CC2)c1 | 6% | 1% | -0.41 | -0.13 | -0.11 | -0.4 | 7% | -8.5% | -4% | -2% | 10% | 4%

The final 3 records of the part above come first, to join the parts.
SMILES | human PMI inhibition | P. falciparum M1AAP | Dynein transport | Dynein transport cytoplasmic EGFP | Dynein transport nuclear GR-EGFP | Dynein transport cell count | PMI inhibition | XIAP antagonists | AID2073 | LYP phosphatase | P. falciparum M17LAP | SIAH1 antagonists
Cc1ccc(N2C(=O)NC(=O)/C(=C/c3ccoc3)C2=O)cc1 | . | . | -1.2 | -0.24 | -0.05 | 0.77 | . | . | 40% | 4% | . | 40%
Cc1cc(C)cc(NC(=S)NC2CC3CCCC(C2)N3Cc2cccs2)c1 (stereo unspecified) | 2% | 8% | -0.82 | -0.19 | 0.065 | -0.15 | 7% | -5.4% | -18% | -1% | 0% | 0%
Cc1cccc(OCC(=O)N2CCN(Cc3ccc4c(c3)OCO4)CC2)c1 | 6% | 1% | -0.41 | -0.13 | -0.11 | -0.4 | 7% | -8.5% | -4% | -2% | 10% | 4%
Cn1c(=O)cc(OCCCC(=O)N2CCC3(CC2)OCCO3)c2ccccc21 | 2% | 1% | -0.52 | -0.27 | -0.16 | 0.11 | 0% | -5.0% | 12% | -13% | 7% | -5%
O=c1cccc2n1CC1CC2CN(c2nc(N3CCCCC3)nc(N3CCCCC3)n2)C1 (stereo unspecified) | 7% | 6% | 0.32 | -0.3 | 0.17 | -1.1 | 10% | -2.3% | 2% | -4% | 0% | -2%
O=C(COc1ccccc1)N1CCN(Cc2c[nH]c3ccccc23)CC1 | 2% | 11% | 0.92 | -0.11 | 1.3 | -0.43 | -3% | -3.0% | 5% | -2% | 7% | 1%
CCCCn1c(O)c(C(CC)=NCc2ccco2)c(=O)[nH]c1=O | 0% | -2% | -0.78 | -0.31 | -0.2 | 0.034 | -2% | 1.8% | ? | -8% | 12% | 3%
CC12CN3CC(C)(CN(C1)C3c1cccs1)C2=O (stereo unspecified) | 7% | 0% | 2.5 | -0.14 | 2.4 | -2.7 | 5% | -0.4% | -7% | -11% | -3% | -7%
CCN1CCN(C(=O)Cc2c(C)n(C(=O)c3ccc(Cl)cc3)c3ccc(OC)cc23)CC1 | -8% | 2% | 0.27 | -0.21 | 0.17 | 0.63 | -1% | -5.7% | -4% | -4% | 18% | 0%
COC(=O)CC1=C(C(=O)OC)C2(C(=O)N(C)c3ccccc32)C(C#N)=C(N)O1 (stereo unspecified) | 9% | 1% | -0.52 | -0.16 | 0.18 | 0.2 | 22% | -6.3% | -4% | -7% | -9% | -2%
Cn1c[n+](C)cc1C(O)c1ccccc1 (stereo unspecified) | 37%&0% | ? | -0.6&-0.68 | -0.18&-0.26 | -0.05&-0.31 | 0.025&1.1 | -16%&6% | -4.7%&-3.2% | -12%&14% | -7%&6% | -15%&-5% | -2%&-1%
CCCC(=O)NC(Oc1ccc(OC)cc1)C(Cl)(Cl)Cl (stereo unspecified) | 6% | 1% | 0.31 | -0.24 | 0.42 | 0.07 | 7% | -2.7% | 23% | -7% | 2% | 2%
O=C(NC(Cc1ccccc1)C(=O)N1CCC2(CC1)OCCO2)C1CCCCC1 (stereo unspecified) | -15% | 4% | -0.88 | -0.15 | -0.15 | 0.46 | -12% | -1.6% | 18% | 0% | 11% | 1%
C[N+]1(C)C2CCC1CC(OC(=O)c1ccccc1)C2 (stereo unspecified) | . | 17% | -0.067 | -0.22 | 0.4 | -0.015 | . | . | 4% | -2% | 24% | -2%
O=C1NC(=O)C(CCc2ccncc2)(C2CCCCC2)C(=O)N1 | -1% | 5% | 0.45 | -0.33 | 0.22 | -0.065 | -12% | -3.9% | 12% | -7% | -5% | -5%
CN(N)N=Nc1nc2c([nH]1)c(=O)n(C)c(=O)n2C | . | 0% | 0.25 | -0.04 | -0.043 | 0.25 | . | . | -18% | -10% | 5% | 5%
CC(C)N(Cc1ccco1)/N=C/c1c(O)n(Cc2ccccc2)c(=O)[nH]c1=O | . | 0% | 2.1 | -0.26 | 1.6 | -1.4 | . | . | 0% | -2% | -8% | -3%
O=C1CC(N2CC=C(c3ccccc3)CC2)C(=O)N1c1ccc(F)cc1 (stereo unspecified) | -21% | 1% | -1.3 | 0.083 | -0.44 | 0.011 | -39% | -0.5% | -7% | 2% | -2% | 0%
O=c1[nH]c(=O)n(Cc2ccccc2Cl)c(O)c1C=Nc1ccc(F)cc1 | -1% | -9% | 0.53 | -0.3 | -0.33 | 0.72 | 14% | -2.5% | 6% | -13% | 11% | 27%
COC(=O)C(C)Oc1cc(C)cc2oc(=O)c3c(c12)CCCC3 (stereo unspecified) | 24% | 6% | -0.28 | -0.11 | 0.17 | 0.88 | 12% | -10% | 8% | -1% | -12% | 3%
